KCNH2 3.1 inh: inhibitors of human KCNH2 3.1 potassium channel isoform. actives 0.95% (n = 340,000). activity change, % (tested at about 1.8 µM). U2OS KCNH2 3.1, thallium flux FluxOr; stronger effect = lower value;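 active = maximum activity change below -70%; inconclusive = maximum activity change from -70% to -50%; inactive = maximum activity change above -50%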;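 note: thallium influx rate constant from kinetic fluorescence after stimulation buffer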
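Steps: virus added to U2OS suspension (4 h, RT, dark); medium with 10% FBS added, cells plated, 37 C overnight; FluxOr/Red40 loading buffer 45 min RT; stimulation buffer, 2 min kinetic read; rate constant normalized.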
Giardia killer: kills Giardia lamblia; Giardia lamblia trophozoite viability; actives 0.15% (n = 340,000); activity change, % at 7.66 µM, hits read low; in the data active = activity change below about -80%; inconclusive = between about -30% and that limit;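 note: parasites exposed to compound for two days anaerobically before the ATP read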
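Trophozoite viability was measured as ATP-dependent luminescence, read 15-30 min after reagent addition. Before that, parasites at 100 cells/well were exposed to compounds for 48 h, anaerobically, at 37 deg C.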
USP2a block: USP2a (human) protease inhibition; O75604; USP2 core, Ub-CHOP2 coupled fluorogenic reporter, 485/531; Potency, µM (titrated, usually from 38.3 µM), without a hit: top-dose activity change, negative = inhibition, actives largely listed as inhibitors; actives 0.01% (n = 330,000);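 note: potency is the fitted concentration of half-maximal effect; plate controls were DMSO wells for no effect and full inhibition by NEM control for full effect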
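USP2 core (10nM final) preincubated 30min RT with compound in 20mM Tris-HCl pH 8.0, 2mM CaCl2, 2mM beta-mercaptoethanol, 0.05% CHAPS; 25nM Ub-CHOP2 plus 25nM reporter substrate added, fluorescence (Ex485/Em531) read after 60min.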
PKM2 activator: increases activity of human pyruvate kinase M2 | AID 1631 | actives 0.34% (n = 260,000) | P14618 | Potency, µM (doses to about 57.5 µM), without a hit: top-dose activation, hits mostly activators | purified PKM2, Kinase-Glo ATP luminescence, activation; response scale: 0% is enzyme alone, no compound; note: potency is the fitted concentration of half-maximal effect; nearly all actives have a fitted effect of over 55% in size
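Kinase-Glo luminescence reports ATP generated from ADP (0.1 mM) and PEP (0.5 mM) by purified hPK-M2 after 1 h at room temperature, pH 7.2 imidazole buffer; intermediate enzyme activity allows detecting inhibitors and activators.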
GALK inhibitor: inhibitors of human galactokinase. P51570. Purified GALK, Kinase-Glo residual ATP luminescence. Potency, µM (titrated, usually from 57.5 µM), for inactives: top-dose activity change, negative = inhibition, usual class: inhibitors. actives 0.007% (n = 270,000); note: potency is the fitted concentration of half-maximal effect
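Galactose (100 uM) and ATP (35 uM) were turned over by 5 nM GALK for 1 h at RT. Kinase-Glo Plus then converted the remaining ATP into a luminescent signal.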
Chronic BCR inh: blocks chronic active B-cell receptor signaling; ABC-DLBCL IkBa-CBG/CBR reporter, luminescence ratio, 4 h; Potency, µM (highest dose often 46.1 µM), without a hit: top-dose ratio change, negative = lower green/red ratio, actives largely listed as inhibitors; actives 0.05% (n = 340,000); active = well fitted inhibition curve with a large enough effect in the signal ratio, with a control signal flat, not every such curve was filed as active; inconclusive = small, poorly fitted or top-dose-only effect, or effect the other way, or a change in a side signal; the % refers to the signal ratio;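 note: potency is the fitted concentration of half-maximal effect; plate controls were basal doxycycline-induced cells for no effect and cells given 10 µM MG132 for full effect; MG132 reads +100%, hits lower the ratio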
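Compounds up to 46 uM were incubated four hours with TMD8 cells whose green CBG68 luciferase is fused to IkappaBalpha; red CBR luminescence normalised the signal, and concentration-effect curves were fitted to fusion, red and ratio data.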
FBPA coupling cs: counter-screen for Giardia aldolase inhibitors: coupling enzyme system. coupling enzyme system counterscreen, AmpLite Red fluorescence. activity change, negative = inhibition, % at 58.2 µM, hits read low. actives 0.67% (n = 290,000); in the data active = activity change below about -30%
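Counterscreen of the coupled detection system alone, without aldolase: glyceraldehyde-3-phosphate coupling enzymes plus AmpLite Red readout. Compounds at 57.5 uM final, 10 min RT preincubation, 20 min RT reaction, fluorescence 525/598 nm.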
Eya2 phos inh: Eya2 (human) phosphatase inhibition. O00167. recombinant Eya2, OMFP fluorescence dephosphorylation (OMFP is methylfluorescein phosphate). Potency, µM (titrated, usually from 76.9 µM), for inactives: at the highest dose activity, negative = inhibition, hits mostly inhibitors. actives 0.006% (n = 330,000); note: potency is the fitted concentration of half-maximal effect
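Eya2 protein (added as 0.2 uM solution) was preincubated with compound for 10 min at ambient temperature in 50 mM HEPES pH 7.5, 50 mM NaCl, 5 uM MgCl2, 0.05% BSA, 1 mM DTT. OMFP (added at 50 uM) then reacted 10 min; fluorescence read at 485/525 nm.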
B2AR arrestin: beta2AR (human) beta-arrestin recruitment activity | beta-arrestin recruitment to beta2AR, cell-based reporter | P07550 | actives 0.02% (n = 330,000) | Potency, µM (titrated, usually from 46.1 µM), without a hit: top-dose activation, actives largely listed as activators;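 note: potency is the fitted concentration of half-maximal effect; 0% = DMSO controls and full agonism = EC100 isoproterenol or metaproterenol; nearly all actives have a fitted effect of over 65% in size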
KCNH2 WT inh: blocks the wildtype human KCNH2 potassium channel. AID 720551. U2OS, BacMam KCNH2, thallium flux FluxOr; stronger effect = lower value. actives 0.37% (n = 340,000). Q12809. activity change, % at 1.84 µM;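 active = maximum activity change below -70%; inconclusive = maximum activity change between -70% and -50%; inactive = maximum activity change above -50%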
Target sequence (Q12809 whole entry, looked up): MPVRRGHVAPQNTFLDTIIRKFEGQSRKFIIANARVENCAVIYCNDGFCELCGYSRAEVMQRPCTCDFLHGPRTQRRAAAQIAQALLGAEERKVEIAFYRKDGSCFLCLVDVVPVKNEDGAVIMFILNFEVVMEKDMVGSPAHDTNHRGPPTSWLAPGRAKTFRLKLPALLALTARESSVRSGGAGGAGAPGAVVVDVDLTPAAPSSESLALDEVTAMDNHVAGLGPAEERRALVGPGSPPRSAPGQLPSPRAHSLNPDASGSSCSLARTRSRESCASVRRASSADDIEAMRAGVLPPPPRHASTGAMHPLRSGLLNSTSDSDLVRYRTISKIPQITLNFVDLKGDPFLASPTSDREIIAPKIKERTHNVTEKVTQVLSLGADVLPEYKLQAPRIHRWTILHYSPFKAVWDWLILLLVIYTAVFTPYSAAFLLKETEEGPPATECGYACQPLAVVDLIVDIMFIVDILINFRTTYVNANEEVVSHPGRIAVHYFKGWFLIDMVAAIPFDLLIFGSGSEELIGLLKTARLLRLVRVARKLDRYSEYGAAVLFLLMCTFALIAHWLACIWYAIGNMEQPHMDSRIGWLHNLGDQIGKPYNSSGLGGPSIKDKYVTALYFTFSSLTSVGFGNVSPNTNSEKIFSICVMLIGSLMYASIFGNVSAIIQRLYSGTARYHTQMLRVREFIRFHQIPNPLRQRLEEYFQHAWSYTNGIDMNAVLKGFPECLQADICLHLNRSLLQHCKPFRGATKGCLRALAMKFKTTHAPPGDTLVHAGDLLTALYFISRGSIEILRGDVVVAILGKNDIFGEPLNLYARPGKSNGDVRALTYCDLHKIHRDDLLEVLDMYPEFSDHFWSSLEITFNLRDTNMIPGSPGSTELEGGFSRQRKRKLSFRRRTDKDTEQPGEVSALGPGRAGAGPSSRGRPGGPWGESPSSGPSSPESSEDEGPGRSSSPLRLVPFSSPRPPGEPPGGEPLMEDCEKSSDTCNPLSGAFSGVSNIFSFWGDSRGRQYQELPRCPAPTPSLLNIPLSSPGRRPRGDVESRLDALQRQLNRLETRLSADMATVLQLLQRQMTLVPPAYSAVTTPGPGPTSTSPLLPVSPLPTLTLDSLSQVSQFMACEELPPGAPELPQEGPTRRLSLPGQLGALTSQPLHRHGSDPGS
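U2OS cells transduced with wild-type KCNH2 virus are loaded with FluxOr dye for 45 min, and thallium flux is measured in kinetic reads before and after stimulation buffer. Rate constants are normalized to DMSO controls.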
uPA surface inh: cell surface uPA generation inhibition | Potency, µM (highest dose often 38.3 µM), inactives show top-dose activity change, negative = inhibition, usual class: inhibitors | AID 540303 | actives 0.31% (n = 330,000) | cell surface uPA generation assay, qHTS; active = well fitted inhibition curve with a large enough effect; inconclusive = small, poorly fitted or top-dose-only effect; inactive = no such curve, though single readings can be large or run the other way; tested in mouse RAW 264.7 cells; note: potency is the fitted concentration of half-maximal effect; nearly all actives have a fitted effect of over 55% in size
* marks the source's active call; other numbers are inactive results; ? = inconclusive; · = not tested or not shown. Unless noted, calls come from the whole dose curve; as a rule, active = well fitted curve in the direction sought with a large enough effect; inconclusive = small, poorly fitted or top-dose-only effect, or another doubt; inactive = no such curve, though single readings can be large; an effect the other way counts as inactive or inconclusive. Unless noted, % is set by controls: 0 for no effect and ±100 for the full control effect. Compounds were not picked by outcome; about 2.4% have a hit in one of these screens.

Screens in order: KCNH2 3.1 inh | Giardia killer | USP2a block | PKM2 activator | GALK inhibitor | Chronic BCR inh | FBPA coupling cs | Eya2 phos inh | B2AR arrestin | KCNH2 WT inh | uPA surface inh
[1] N#Cc1ccc2ccn(CC(=O)NC3CCCCCC3)c2c1
 : 6 | 2 | -1% | 8% | -6% | -1% | 2 | 6% | -0.2% | 2 | 3%
[2] Cc1ccc(NC(=S)N2CCC(c3nc4ccccc4s3)CC2)cc1C
 : -11 | 1 | -9% | -6% | 2% | -7% | 0 | 15% | 0.1% | 17 | -7%
[3] COC(=O)N/N=C/c1cc(C)n(-c2ccc(Br)cc2)c1C
 : -3 | -3 | -5% | -4% | -1% | 0% | 0 | -1% | -0.4% | -9 | 18%
[4] Cc1cccc(CN2C(=O)N/C(=C/c3cc(C)n(-c4ccccn4)c3C)C2=O)c1
 : -3 | ? | 1% | 7% | 2% | 23% | 2 | 31% | -1.5% | -7 | 5%
[5] O=C(Cn1cc([N+](=O)[O-])cn1)NCCc1c[nH]c2ccccc12
 : 5 | -18 | -1% | -5% | 8% | -3% | 4 | 17% | -0.3% | 12 | 19%
[6] Nc1ccc(C(=O)OCc2ccncc2)cc1[N+](=O)[O-]
 : 0 | 10 | 1% | 4% | 12% | 4% | 4 | -3% | 2.8% | 7 | 3%
[7] O=C(CCc1nnc2n(Cc3ccc(F)cc3)c(=O)c3ccccc3n12)N1CCN(c2ccccn2)CC1
 : 62 | 25 | 0% | · | 7% | -8% | 1 | 1% | -0.1% | -13 | 3%
[8] CC(C)(C)NC(=O)NC(=O)COC(=O)c1ccco1
 : 10 | 24 | 0% | -2% | 1% | -7% | -1 | 9% | -0.7% | -1 | 5%
[9] Cc1nnsc1C(=O)NC1CCCc2c1cnn2-c1ccccc1F (stereo unspecified)
 : 9 | 1 | 0% | 0% | 3% | 0% | · | -9% | -0.2% | 10 | 4%
[10] C(#Cc1ccc(C#CCN2CCOCC2)cc1)CN1CCOCC1
 : 23 | -5 | 2% | -10% | 2% | 0% | 3 | -2% | 0.3% | 7 | ·
[11] CCN1C(=O)[C@@H]2C(C(=O)c3cnccn3)=NN[C@@H]2C1=O
 : 17 | -13 | 3% | -5% | 5% | 3% | 4 | 16% | -0.3% | -1 | 8%
[12] CCn1c(NC(=O)C(C)C)c(-c2ccccc2)c(=O)c2ccccc21
 : 6 | -13 | -1% | 3% | 0% | -2% | 2 | 18% | -1.0% | 5 | 3%
[13] Cc1cccc(OCC(=O)N2CCN(C(=O)c3cccs3)CC2)c1
 : 12 | 3 | 0% | -2% | 6% | 2% | 3 | 1% | 0.2% | 5 | 3%
[14] Cc1ccc(NC(=O)Cc2ccc(Cl)cc2)cc1S(=O)(=O)N1CCCCCC1
 : -5 | 9 | -1% | · | · | -3% | · | 1% | 0.0% | -8 | 10%
[15] OCC[C@H]1C[C@@H](O)[C@H](O)[C@@]2(Cc3ccccc3CCO2)O1
 : 0 | -24 | 2% | · | · | 2% | · | 1% | 0.2% | -17 | 8%

Taken from above.
GALK inhibitor with #6 is entered as 12%
B2AR arrestin with #2 is entered as 0.1%

Next part:
Screens in order: KCNH2 3.1 inh | Giardia killer | USP2a block | PKM2 activator | GALK inhibitor | Chronic BCR inh | FBPA coupling cs | Eya2 phos inh | B2AR arrestin | KCNH2 WT inh | uPA surface inh
[16] CC(=O)Nc1ccccc1OCC(=O)NCC(F)(F)F
 : -4 | -1 | 1% | · | 10% | 1% | -1 | 5% | 0.0% | -4 | 8%
[17] COc1ccc(CC2(CO)CCN(S(=O)(=O)c3c(C)nn(C)c3C)CC2)cc1
 : -1 | 12 | -1% | 5% | 4% | 0% | 7 | -11% | -0.8% | -5 | ·
[18] CC(C)CN(CC(C)C)C(=O)c1cccc(S(=O)(=O)N2CCc3ccccc32)c1
 : 9 | 0 | -2% | 0% | 10% | 7% | 0 | -10% | 0.2% | -4 | 5%
[19] O=C1CC(C(=O)Nc2ccc(Cl)cc2)S/C(=N\N=C\c2ccco2)N1 (stereo unspecified)
 : 24 | -17 | -6% | -4% | 1% | 0% | 7 | 5% | -0.9% | -6 | 0%
[20] CCOC(=O)CCCNS(=O)(=O)c1c(C)ccc2nsnc12
 : 6 | -5 | 6% | 12% | 0% | -9% | 0 | -1% | 0.1% | -12 | -2%
[21] CC(C)C(=O)Nc1ccc(C(=O)NN2C(=O)c3ccccc3C2=O)cc1
 : 5 | 26 | 4% | 1% | 1% | 4% | 2 | 0% | -0.3% | -12 | 14%
[22] COCCNC(=O)c1cnn2c(C(F)(F)F)cc(-c3ccc(C)cc3)nc12
 : 4 | -4 | 3% | -6% | 1% | 5% | 2 | 4% | -0.2% | -16 | -2%
[23] CCOc1cc(/C=N/O)ccc1OCc1ccc(C)cc1
 : -40 | -23 | 3% | 9% | 0% | ? | -13 | -4% | -0.2% | 1 | -5%
[24] COc1ccccc1C(=O)N/N=C/c1c[nH]c2ccccc12
 : -15 | 8 | 3% | · | -3% | ? | -3 | 7% | 0.1% | -1 | 14%
[25] Cn1cnc([N+](=O)[O-])c1Oc1ccccc1
 : -4 | -16 | -1% | -8% | 1% | -10% | 5 | 3% | -0.5% | 0 | -8%
[26] CCCCNC(=S)NNC(=O)c1cccnc1
 : -3 | -4 | -1% | -1% | 0% | 2% | 2 | -6% | -0.6% | -1 | 2%
[27] Cc1ccc(S(=O)(=O)N(c2ccccc2)C2CCS(=O)(=O)C2)cc1 (stereo unspecified)
 : 17 | -4 | -1% | -2% | 9% | 1% | 2 | 9% | 0.9% | 2 | 7%
[28] O=C1C(Cl)=C(NCc2cccnc2)C(=O)c2ccccc21
 : -2 | 28 | 1% | · | 4% | ? | 13 | ? | 0.1% | -1 | -11%
[29] COc1ccccc1CNC(=O)COC(=O)c1cc(=O)[nH]c2ccccc12
 : 18 | 8 | 4% | · | · | 1% | · | -1% | 2.8% | -7 | 8%
[30] CCC(C)SCc1nc2ccccc2[nH]1 (stereo unspecified)
 : 4 | -12 | 2% | 11% | 3% | 0% | -2 | 5% | 0.1% | 0 | 1%

Continued; the last 5 above are carried over.
Screens in order: KCNH2 3.1 inh | Giardia killer | USP2a block | PKM2 activator | GALK inhibitor | Chronic BCR inh | FBPA coupling cs | Eya2 phos inh | B2AR arrestin | KCNH2 WT inh | uPA surface inh
[26] CCCCNC(=S)NNC(=O)c1cccnc1
 : -3 | -4 | -1% | -1% | 0% | 2% | 2 | -6% | -0.6% | -1 | 2%
[27] Cc1ccc(S(=O)(=O)N(c2ccccc2)C2CCS(=O)(=O)C2)cc1 (stereo unspecified)
 : 17 | -4 | -1% | -2% | 9% | 1% | 2 | 9% | 0.9% | 2 | 7%
[28] O=C1C(Cl)=C(NCc2cccnc2)C(=O)c2ccccc21
 : -2 | 28 | 1% | · | 4% | ? | 13 | ? | 0.1% | -1 | -11%
[29] COc1ccccc1CNC(=O)COC(=O)c1cc(=O)[nH]c2ccccc12
 : 18 | 8 | 4% | · | · | 1% | · | -1% | 2.8% | -7 | 8%
[30] CCC(C)SCc1nc2ccccc2[nH]1 (stereo unspecified)
 : 4 | -12 | 2% | 11% | 3% | 0% | -2 | 5% | 0.1% | 0 | 1%
[31] N=c1oc2ccccc2cc1C(=O)N/N=C/c1ccccc1
 : 14 | -6 | -7% | -19% | 8% | ? | -1 | 4% | 0.3% | -11 | 4%
[32] CN(C)S(=O)(=O)c1ccc(Oc2ccc(S(=O)(=O)N(C)C)cc2)cc1
 : 7 | 8 | -2% | 20% | 0% | -1% | 1 | 9% | -0.3% | 6 | 0%
[33] COc1ccc(/C=C2/SC(=O)N(CCC(=O)Nc3ccc(S(=O)(=O)Nc4nccs4)cc3)C2=O)cc1
 : -13 | 3 | -15% | -3% | 0% | ? | 2 | 0% | -0.1% | -1 | 3%
[34] O=C(NC(=S)N1CCN(Cc2ccccc2)CC1)c1ccco1
 : 1 | 11 | 9% | 3% | -2% | ? | -4 | 10% | ? | 2 | 0%
[35] CCOC(=O)Nc1cccc(OCC(=O)Nc2ccccc2OC)c1
 : -1 | -3 | -2% | 1% | 6% | -6% | 0 | -10% | -1.1% | 6 | 0%
[36] O=C(CCc1ccccc1)NCCC1=CCCCC1
 : 25 | 12 | 1% | 1% | 0% | 4% | 4 | 3% | 0.2% | 2 | 5%
[37] CCOc1ccc(NCc2cc3c(C(C)(C)C)nn(-c4ccccc4)c3[nH]c2=O)cc1
 : -13 | 11 | 0% | 10% | 0% | 20% | -22 | -27% | 0.1% | -18 | 6%
[38] Cc1ccc(NC(=O)NNC(=O)C2CC(c3cccs3)=NO2)cc1 (stereo unspecified)
 : -19 | -1 | 1% | 1% | 0% | -1% | 1 | -1% | 2.8% | 1 | 2%

Screening data deposited in PubChem by National Center for Advancing Translational Sciences (NCATS).
